Compound activity: PubChem, Sanford-Burnham Center for Chemical Genomics
hIAP block: human IAP inhibition. P09923. purified IAP, CDP-Star luminescence, 30 min. inhibition, % at 10 µM. 0.12% of 330,000 active. AID 2544;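 active means inhibition reaching a set limit with compound at 10 µM in the primary screen, cut at about 35% in these data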;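 further: plate controls were DMSO wells with enzyme for no effect and no-enzyme buffer wells for full effect; values of inactives mirror those of a sister screen read the other way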
A3A deaminase: blocks human APOBEC3A ssDNA deamination; inhibition, % at 20 µM; recombinant A3A, FAM/TAMRA ssDNA deamination fluorescence; 0.41% of 330,000 active;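 active means at least 40% inhibition at 20 µM here, with at most 30% in a related deaminase screen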;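 further: plate controls were A3A with DMSO for no effect and wells lacking A3A enzyme for full effect; some results filed as inactive read as strong as hits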
Target sequence (P31941 whole entry, looked up): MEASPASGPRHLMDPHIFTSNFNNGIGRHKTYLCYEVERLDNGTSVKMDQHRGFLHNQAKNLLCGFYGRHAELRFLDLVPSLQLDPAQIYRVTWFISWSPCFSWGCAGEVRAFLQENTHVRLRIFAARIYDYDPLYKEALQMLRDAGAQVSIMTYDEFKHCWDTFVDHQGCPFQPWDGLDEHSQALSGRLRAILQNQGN
beta cell repl: MIN6 beta-cell proliferation induction. MIN6 cells proliferation, ATPlite luminescence, 48 h; cells starved in 0.2% serum; 100% = growth in 10% serum. proliferation, % at 10 µM. 0.29% of 330,000 active;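 active means compounds whose signal lies at least 3.5 SD above the mean of all wells on their plate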;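 further: 0% = DMSO-treated cells in low-serum medium and 100% = 10% serum control; some compounds called inactive have numbers as strong as hits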
mIAP block: blocks mouse intestinal alkaline phosphatase | purified mouse IAP, CDP-Star luminescence, 30 min | inhibition, % at 10 µM | 0.2% of 330,000 active | AID 2806;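 active means inhibition of at least 40% at 10 µM in the primary screen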;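 further: plate controls were DMSO with enzyme for no effect and no enzyme wells for full effect; values of inactives mirror those of a sister screen read the other way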
SENP1 inh: blocks the human SENP1 SUMO protease catalytic domain; recombinant SENP1 catalytic domain, CyPet-SUMO1-YPet FRET cleavage; inhibition, % at 10 µM; 0.21% of 360,000 active; AID 624204;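 active means inhibition at least 30% at 10 µM, raw YFP signal under a set limit, fluorescence ratio 0.5 to 1.5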;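 further: 0% = enzyme with DMSO and 100% = no enzyme wells; some results filed as inactive read as strong as hits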
Target sequence (Q9P0U3 419-644 limits assumed): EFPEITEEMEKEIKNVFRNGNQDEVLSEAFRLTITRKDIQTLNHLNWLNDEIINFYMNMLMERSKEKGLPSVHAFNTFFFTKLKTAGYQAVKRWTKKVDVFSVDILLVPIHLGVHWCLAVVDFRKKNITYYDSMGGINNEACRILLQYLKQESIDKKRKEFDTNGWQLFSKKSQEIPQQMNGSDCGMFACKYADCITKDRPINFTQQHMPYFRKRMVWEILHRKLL
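Material: hSENP1 catalytic domain, recombinant; medium: Tris pH 8 with BME, BSA, NP40 and catalase; compound: single concentration of 10 µM compound, 0.5% DMSO final; technique: FRET read of cyan and yellow fluorescence; timing: 50 min enzyme reaction, room temperature, light-protected; reagent: SFCypet-SUMO1-SFYpet substrate at 25 nM; control set: no-enzyme low, enzyme-DMSO high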
hIAP act: human IAP activation | purified human IAP, CDP-Star luminescence, 30 min; hits give high values; 1 = vehicle-only enzyme, 0 = enzyme-free background | activation factor at 10 µM | 0.16% of 330,000 active;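 active means activation factor of the enzyme at least 2-fold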; further: the source names both 10 and 20 µM as test concentration; values of inactives mirror those of a sister screen read the other way
NALP3 yeast inh: NALP3 inhibition in yeast; Yeast reconstituted NLRP3/ASC/caspase-1, beta-gal luminescence, 24 h; inhibition, % at 10 µM; 0.39% of 330,000 active; AID 2825;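 active means inhibition of 50% or more; inactive means inhibition below 50%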;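 further: plate controls were induced DMSO wells for no effect and uninduced yeast grown without galactose for full effect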
mIAP act: increases mouse intestinal alkaline phosphatase activity; muIAP, CDP-Star luminescence, 30 min; hits give high values; 1 = vehicle-only enzyme signal, 0 = enzyme-free wells; activation factor at 10 µM; 0.24% of 330,000 active;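 active means activation factor of at least 2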; further: the source names both 10 and 20 µM as test concentration; values of inactives mirror those of a sister screen read the other way
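also added = chemiluminescent substrate CDP-Star | test system = mouse IAP enzyme | signal = chemiluminescence readout | compound = DMSO-dissolved test compounds | incubation = 30 min at room temperature | benchmarks = DMSO wells, no-enzyme wells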
A3G deaminase: inhibitors of human APOBEC3G DNA deaminase; 0.28% of 330,000 active; recombinant A3G, ssDNA deamination FAM/TAMRA fluorescence; inhibition, % at 20 µM;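 active means inhibition of at least 40% at 20 µM, with no more than 30% in the related APOBEC3A deaminase screen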;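 further: plate controls were DMSO wells with A3G for no effect and wells lacking A3G enzyme for full effect; some compounds called inactive have numbers as strong as hits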
Target sequence (Q9HC16 whole entry, looked up): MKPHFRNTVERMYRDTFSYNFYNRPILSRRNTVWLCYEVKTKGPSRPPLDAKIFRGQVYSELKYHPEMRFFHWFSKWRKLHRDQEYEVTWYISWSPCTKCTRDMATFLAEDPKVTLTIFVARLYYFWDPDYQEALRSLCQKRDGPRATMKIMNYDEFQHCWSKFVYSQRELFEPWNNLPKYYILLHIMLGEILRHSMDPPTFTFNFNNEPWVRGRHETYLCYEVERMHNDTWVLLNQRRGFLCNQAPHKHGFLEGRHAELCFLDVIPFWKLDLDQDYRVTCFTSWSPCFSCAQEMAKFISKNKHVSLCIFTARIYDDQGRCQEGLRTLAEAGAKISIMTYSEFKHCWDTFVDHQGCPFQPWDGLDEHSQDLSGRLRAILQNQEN
Numbers without * were called inactive.

How did CCOC(=O)C1CCN(C(=O)c2oc3ccc4c(c3c2C)C(O)CC2(CCCCC2)O4)CC1 (configuration not stated) do in these assays?
hIAP block: -8.7; A3A deaminase: -4.1; beta cell repl: -0.9; mIAP block: 5.2; SENP1 inh: 2.0; hIAP act: 1.09; NALP3 yeast inh: 5.5; mIAP act: 0.948; A3G deaminase: -3.7

Results for C=CCc1c(OC(C)=O)c2ccccc2n(C)c1=O ?
hIAP block: 2.3; A3A deaminase: 4.9; beta cell repl: 0.0; mIAP block: -1.9; SENP1 inh: 1.4; hIAP act: 0.977; NALP3 yeast inh: 2.1; mIAP act: 1.02; A3G deaminase: -6.6

What do the screens show for `CCNC(=S)N1CCN(CCN=CC2=C(O)CC(c3cccs3)CC2=O)CC1` (configuration not stated)?
hIAP block: 8.6; A3A deaminase: -4.3; beta cell repl: 1.8; mIAP block: -0.6; SENP1 inh: -2.4; hIAP act: 0.914; NALP3 yeast inh: 17.7; mIAP act: 1.01; A3G deaminase: -3.5

What do the screens show for `COc1ccc(NC(=O)CSc2nc3c(sc4ccccc43)c(=O)n2CCCN2CCCC2)cc1`?
hIAP block: 22.1; A3A deaminase: 6.6; beta cell repl: -7.9; mIAP block: 12.5; SENP1 inh: -2.5; hIAP act: 0.779; NALP3 yeast inh: 1.5; mIAP act: 0.875; A3G deaminase: -3.7

How did Cc1sc(NC(=O)c2ccco2)c(CN2CCN(Cc3ccccc3)CC2)c1C do in these assays?
hIAP block: 5.0; A3A deaminase: 4.5; beta cell repl: -1.3; mIAP block: 7.7; SENP1 inh: 0.6; hIAP act: 0.95; NALP3 yeast inh: 25.4; mIAP act: 0.923; A3G deaminase: -0.2

How did CCOc1ncccc1C(=O)N(CC)CC(=O)NCc1ccc(F)cc1 do in these assays?
hIAP block: 2.6; A3A deaminase: -4.0; beta cell repl: 0.3; mIAP block: -7.3; SENP1 inh: 0.1; hIAP act: 0.974; NALP3 yeast inh: 0.8; mIAP act: 1.07; A3G deaminase: -2.8

What do the screens show for `Cc1ccc(-n2c(SCC(=O)N3CCCCC3)nc(O)c(Cc3ccccc3)c2=O)cc1`?
hIAP block: -2.1; A3A deaminase: -2.1; beta cell repl: -1.6; mIAP block: 0.4; SENP1 inh: -43.0; hIAP act: 1.02; NALP3 yeast inh: 16.7; mIAP act: 0.996; A3G deaminase: -1.6

What do the screens show for `CC(C)Cc1nn2c(=O)cc(CSCC(=O)Nc3ccccc3F)nc2s1`?
hIAP block: 31.9; A3A deaminase: -4.5; beta cell repl: -4.3; mIAP block: 5.1; SENP1 inh: 1.7; hIAP act: 0.681; NALP3 yeast inh: 9.6; mIAP act: 0.949; A3G deaminase: -3.1

What do the screens show for `CCCC(=O)Nc1cc(-c2cn3cccnc3n2)ccc1OC`?
hIAP block: 13.3; A3A deaminase: -2.2; beta cell repl: -3.3; mIAP block: 6.5; SENP1 inh: -4.2; hIAP act: 0.867; NALP3 yeast inh: 1.6; mIAP act: 0.935; A3G deaminase: -7.6

What do the screens show for `C#CCSc1nnc(-c2ccc(O)cc2)o1`?
hIAP block: -13.0; A3A deaminase: 0.9; beta cell repl: -2.1; mIAP block: 2.0; SENP1 inh: 0.4; hIAP act: 1.13; NALP3 yeast inh: 3.0; mIAP act: 0.98; A3G deaminase: -4.8

How did CC12CN(C(=O)c3ccccc3Br)CC(C)(CN(C(=O)c3ccccc3Br)C1)C2=O do in these assays?
hIAP block: -1.8; A3A deaminase: 0.7; beta cell repl: -1.5; mIAP block: 3.8; SENP1 inh: 0.8; hIAP act: 1.02; NALP3 yeast inh: 19.8; mIAP act: 0.962; A3G deaminase: -3.6

How did COc1cc(-c2ncc3ccccn23)cc(OC)c1OC do in these assays?
hIAP block: 1.5; A3A deaminase: -6.8; beta cell repl: -3.1; mIAP block: 0.2; SENP1 inh: -5.8; hIAP act: 0.985; NALP3 yeast inh: 1.5; mIAP act: 0.998; A3G deaminase: -6.1

How did Cc1ccccc1OCC(=O)N(Cc1nnc(-c2ccc(Cl)cc2)o1)C(C)C do in these assays?
hIAP block: 13.5; A3A deaminase: 0.4; beta cell repl: -3.8; mIAP block: 15.9; SENP1 inh: 0.0; hIAP act: 0.865; NALP3 yeast inh: 14.3; mIAP act: 0.841; A3G deaminase: -2.5

Results for COc1ccc(CC2(CO)CCN(C(=O)NCc3ccccc3)CC2)cc1 ?
hIAP block: -14.2; A3A deaminase: -3.0; beta cell repl: -2.6; mIAP block: 1.6; SENP1 inh: 2.8; hIAP act: 1.14; NALP3 yeast inh: -22.1; mIAP act: 0.984; A3G deaminase: -7.7

How did COc1ccc(Nc2nc(Cl)nc(Nc3ccc(OC)cc3OC)n2)c(OC)c1 do in these assays?
hIAP block: -4.6; A3A deaminase: 1.5; beta cell repl: -4.6; mIAP block: 1.6; SENP1 inh: 2.0; hIAP act: 1.05; NALP3 yeast inh: 25.2; mIAP act: 0.984; A3G deaminase: 0.3

What do the screens show for `O=C(NCCCn1ccnc1)c1cc(S(=O)(=O)N2CCOCC2)ccc1F`?
hIAP block: -7.0; A3A deaminase: 0.4; beta cell repl: -0.4; mIAP block: -0.9; SENP1 inh: -0.1; hIAP act: 1.07; NALP3 yeast inh: 18.1; mIAP act: 1.01; A3G deaminase: -5.3

Results for CCOc1cc(C(=O)N2CCC(CC3CC(c4cccc(Br)c4)=NO3)(C(=O)NCC3CCCCC3)CC2)cc(OCC)c1OCC (configuration not stated) ?
hIAP block: 4.7; A3A deaminase: 0.1; beta cell repl: -8.2; mIAP block: -45.4; SENP1 inh: -1.3; hIAP act: 0.953; NALP3 yeast inh: 10.1; mIAP act: 1.45; A3G deaminase: -1.4

Results for FC(F)Oc1ccc(C2N=C(c3ccccc3)NO2)cc1 (configuration not stated) ?
hIAP block: -13.1; A3A deaminase: -2.8; beta cell repl: 1.4; mIAP block: 3.0; SENP1 inh: -1.8; hIAP act: 1.13; NALP3 yeast inh: 15.6; mIAP act: 0.97; A3G deaminase: -8.1

What do the screens show for `COC(=O)c1ccc(NS(=O)(=O)c2cc3c4c(c2)CCC(=O)N4CCC3)cc1`?
hIAP block: 1.8; A3A deaminase: -1.7; beta cell repl: 2.7; mIAP block: 1.1; SENP1 inh: 0.4; hIAP act: 0.982; NALP3 yeast inh: 4.5; mIAP act: 0.989; A3G deaminase: -7.9

What do the screens show for `COc1ccc(-n2ncc3c(=O)n(CC(C)=O)cnc32)cc1`?
hIAP block: -8.7; A3A deaminase: 42.8*; beta cell repl: -1.4; mIAP block: -13.6; SENP1 inh: 1.4; hIAP act: 1.09; NALP3 yeast inh: 13.2; mIAP act: 1.14; A3G deaminase: -3.4

How did CCOC(=O)c1cc(-c2ccc(OC)cc2)n[nH]1 do in these assays?
hIAP block: 1.3; A3A deaminase: -2.6; beta cell repl: -1.3; mIAP block: -14.1; SENP1 inh: -2.7; hIAP act: 0.987; NALP3 yeast inh: 4.5; mIAP act: 1.14; A3G deaminase: -10.6

What do the screens show for `COc1cccc(N2CCN(Cc3ccco3)CC2)c1`?
hIAP block: 7.9; A3A deaminase: -8.7; beta cell repl: 0.9; mIAP block: -13.0; SENP1 inh: -1.6; hIAP act: 0.921; NALP3 yeast inh: -1.0; mIAP act: 1.13; A3G deaminase: -3.9

Results for CCC(C)NC(=O)C1CCC(CNS(=O)(=O)c2ccc3c(c2)N(C(C)=O)CCO3)CC1 (configuration not stated) ?
hIAP block: -8.7; A3A deaminase: -3.2; beta cell repl: -1.0; mIAP block: 2.4; SENP1 inh: -0.1; hIAP act: 1.09; NALP3 yeast inh: 2.6; mIAP act: 0.976; A3G deaminase: -4.2

How did CC(=O)c1cccc(CN2CCN(C3CCCC3)C(CCO)C2)c1 (configuration not stated) do in these assays?
hIAP block: 3.7; A3A deaminase: 1.7; beta cell repl: -3.0; mIAP block: 0.0; SENP1 inh: 3.1; hIAP act: 0.963; NALP3 yeast inh: -1.0; mIAP act: 1; A3G deaminase: -3.2

What do the screens show for `CC(C)(C)c1cc(=O)[nH]c(SCc2ccccc2)n1`?
hIAP block: 6.6; A3A deaminase: 1.8; beta cell repl: -1.2; mIAP block: -0.4; SENP1 inh: -0.5; hIAP act: 0.934; NALP3 yeast inh: -5.7; mIAP act: 1; A3G deaminase: 0.8

What do the screens show for `O=C(NCCC(=O)N(Cc1ccco1)Cc1cccs1)c1ccc([N+](=O)[O-])cc1`?
hIAP block: -20.3; A3A deaminase: -1.3; beta cell repl: -0.5; mIAP block: 0.3; SENP1 inh: -0.5; hIAP act: 1.2; NALP3 yeast inh: 9.0; mIAP act: 0.997; A3G deaminase: -2.4

How did CSc1ncc(CN2CCN(CCC(C)C)C(CCO)C2)cn1 (configuration not stated) do in these assays?
hIAP block: -3.1; A3A deaminase: 1.6; beta cell repl: -0.2; mIAP block: 2.0; SENP1 inh: 1.1; hIAP act: 1.03; NALP3 yeast inh: -0.1; mIAP act: 0.98; A3G deaminase: 0.1

Results for CCOc1ccc(N(CC(=O)Nc2cc(OC)cc(OC)c2)S(=O)(=O)c2c(C)[nH]c(=O)[nH]c2=O)cc1 ?
hIAP block: -15.7; A3A deaminase: -5.0; beta cell repl: -1.5; mIAP block: 7.8; SENP1 inh: 3.1; hIAP act: 1.16; NALP3 yeast inh: -2.7; mIAP act: 0.922; A3G deaminase: -6.6

How did CC(C)[C@H]1COCCS(=O)(=O)N1Cc1ccccc1F do in these assays?
hIAP block: 7.4; A3A deaminase: 2.1; beta cell repl: -1.6; mIAP block: -3.2; SENP1 inh: 1.4; hIAP act: 0.926; NALP3 yeast inh: 6.2; mIAP act: 1.03; A3G deaminase: -0.3

What do the screens show for `COC(=O)C1=C(O)/C(=C\c2ccc(CNS(=O)(=O)c3ccc(Cl)cc3)o2)N=C1C`?
hIAP block: -5.0; A3A deaminase: 12.2; beta cell repl: 0.0; mIAP block: 32.1; SENP1 inh: -29.9; hIAP act: 1.05; NALP3 yeast inh: 10.7; mIAP act: 0.679; A3G deaminase: -2.2

Results for COC(=O)c1ccc(OCc2nn[nH]n2)cc1 ?
hIAP block: 20.9; A3A deaminase: 0.3; beta cell repl: -1.4; mIAP block: 2.1; SENP1 inh: 0.5; hIAP act: 0.791; NALP3 yeast inh: 14.5; mIAP act: 0.979; A3G deaminase: -0.4

What do the screens show for `CCOC(=O)/C(C#N)=C/c1cccc([N+](=O)[O-])c1`?
hIAP block: 11.0; A3A deaminase: 1.3; beta cell repl: -0.9; mIAP block: 0.2; SENP1 inh: 1.3; hIAP act: 0.89; NALP3 yeast inh: 3.9; mIAP act: 0.998; A3G deaminase: -1.3

How did COc1ccc([C@@H]2C[C@H]3CN(Cc4ccccc4OC)C(=O)[C@]34CCCN24)cc1C do in these assays?
hIAP block: 8.9; A3A deaminase: -3.2; beta cell repl: -0.4; mIAP block: -1.8; SENP1 inh: -2.2; hIAP act: 0.911; NALP3 yeast inh: 13.0; mIAP act: 1.02; A3G deaminase: -6.9

How did CC(Oc1ccc(Cl)cc1Cl)C(=O)Nc1cccnc1 (configuration not stated) do in these assays?
hIAP block: 2.4; A3A deaminase: -0.7; beta cell repl: -0.1; mIAP block: -12.8; SENP1 inh: 0.4; hIAP act: 0.976; NALP3 yeast inh: 5.3; mIAP act: 1.13; A3G deaminase: -1.0

Not all compounds are listed; rates above refer to the full screens.
